EBI2 antag = EBI2 (human) antagonism | inhibition, % at 5 µM | EBI2 beta-arrestin recruitment, luminescence, 7a,25-OHC stimulated | AID 651636 | 360,000 tested, 0.81% active; in the data active means inhibition above about 38%;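 further: enzyme fragment complementation signal reports receptor beta-arrestin coupling in cells; 0% = agonist plus DMSO wells and 100% = wells without agonist; some results beyond the cut were filed as inactive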
Target sequence (P32249 whole entry, looked up, the tested form may be a part): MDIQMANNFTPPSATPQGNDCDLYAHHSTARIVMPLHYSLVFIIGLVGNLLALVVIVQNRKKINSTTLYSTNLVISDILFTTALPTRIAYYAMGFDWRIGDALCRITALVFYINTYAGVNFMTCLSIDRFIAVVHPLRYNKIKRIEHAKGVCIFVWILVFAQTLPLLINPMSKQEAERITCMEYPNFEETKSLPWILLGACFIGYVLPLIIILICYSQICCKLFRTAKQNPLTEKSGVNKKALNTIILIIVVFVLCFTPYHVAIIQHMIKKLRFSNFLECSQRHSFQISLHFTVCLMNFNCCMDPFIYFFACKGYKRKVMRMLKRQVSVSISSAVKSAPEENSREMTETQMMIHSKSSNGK
CXCR6 inh = CXCR6 (human) receptor inhibition. 360,000 tested, 0.36% active. O00574. CHO-K1 PathHunter CXCR6 beta-arrestin, luminescence. inhibition, % at 20 µM; in the data active means inhibition above about 34%, passing the limit was not always enough;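 further: antagonist mode with CXCL16 agonist at 10 nM final; 0% = 10 nM CXCL16 with DMSO and 100% = unstimulated wells without agonist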
Target sequence (O00574 whole entry, looked up): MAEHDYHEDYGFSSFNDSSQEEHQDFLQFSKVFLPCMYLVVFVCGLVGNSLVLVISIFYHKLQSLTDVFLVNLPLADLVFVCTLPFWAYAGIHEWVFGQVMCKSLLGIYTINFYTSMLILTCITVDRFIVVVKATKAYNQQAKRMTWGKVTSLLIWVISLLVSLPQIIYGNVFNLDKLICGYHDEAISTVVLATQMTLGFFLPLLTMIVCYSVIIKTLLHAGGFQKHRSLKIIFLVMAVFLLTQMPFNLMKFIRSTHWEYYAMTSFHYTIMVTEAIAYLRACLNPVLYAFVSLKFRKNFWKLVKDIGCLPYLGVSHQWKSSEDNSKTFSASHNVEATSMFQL
* hit, by the source's call; · = not tested or not shown. An excerpt. The share of hits here may be higher or lower than overall.

nr	canonical_smiles	EBI2 antag	CXCR6 inh
1	CC[C@H]1c2ccccc2[C@@H]2CC[C@H]1N2c1ccccc1	11.9	·
2	CNC(=O)C[C@H]1CC[C@@H]2NC[C@H](O)COC[C@H]2O1	-3.9	·
3	O=P(/C=C1\OCc2ccccc21)(Oc1ccccc1)Oc1ccccc1	5.8	·
4	Cc1ncc(C(=O)O)n1C(C)c1ccccc1 (stereo not given)	-1.6	2.9
5	CC(C)CN1Cc2ccccc2-n2nncc2C1	-6.6	-7.8
6	O=c1[nH]c2ccccc2n1C1CCN(C(c2nnnn2C2CCCCC2)C2CC2)CC1 (stereo not given)	25.3	1.2
7	COC(=O)[C@@H]1N=C(c2ccc(OC)cc2)O[C@]12C(=O)N(C)c1cccc(Cl)c12	3.0	0.0
8	CC1=C(C)CN2CC(C#N)=C(N)C2C1 (stereo not given)	-14.4	-3.0
9	O=c1[nH]c2ccccc2n1C1CCN(C(c2cccs2)c2nnnn2-c2ccc3c(c2)OCCO3)CC1 (stereo not given)	-27.0	11.4
10	CS(=O)(=O)c1ccc(C2=C(CNC(=O)c3ccncc3)[C@H]3CC[C@@H](C2)N3Cc2ccco2)cc1	-11.4	-4.5
11	O=C(Nc1cccc2ccccc12)N1Cc2ccccc2-n2nncc2C1	-4.0	4.1
12	O=C(Nc1cc(Cl)cc(Cl)c1)N1Cc2ccccc2-n2nncc2C1	8.0	-5.7
13	COC(=O)C1=C(c2ccc(OCc3ccccc3)cc2)C[C@@H]2CC[C@H]1N2C(=O)NCc1cccc(F)c1	64.5*	6.0
14	CCOC(=O)[C@]12Cc3cc(C)ccc3[C@H]1N(CCC(=O)OC)C(=O)c1cc(OC)ccc12	14.8	5.2
15	Cc1ccc(S(=O)(=O)N2Cc3cc(N4CCOCC4)ccc3-n3nncc3C2)cc1	4.8	3.3
16	Cc1cc(C)c(C)c(C(O)(C(=O)O)c2ccccc2)c1 (stereo not given)	-13.2	0.2
17	O=C1NCN(c2ccccc2)C12CCN(C(CCc1ccccc1)c1nnnn1Cc1ccccc1)CC2 (stereo not given)	-9.1	2.7
18	CCOC(=O)[C@]12Cc3cc(OC)ccc3[C@H]1N(C1CCCCC1)C(=O)c1cc(OC)ccc12	3.1	5.7
19	COc1cccc(C(c2nnnn2Cc2ccccc2)N2CCC3(CC2)C(=O)NCN3c2ccccc2)c1OC (stereo not given)	9.5	3.4
20	CCOC(=O)c1cc2ccccc2n1C1CCN(Cc2ccccc2)CC1	12.2	5.0
21	CCOC(=O)[C@]12Cc3ccccc3[C@H]1N(Cc1ccccc1)C(=O)c1cc(OC)ccc12	13.2	9.2
22	O=C(OCc1ccccc1)N1CCC2CC1c1cc(N3Cc4ccccc4-n4nncc4C3)ccc12 (stereo not given)	20.7	21.3
23	CCOC(=O)CNC(=O)N1Cc2cc(-c3ccc(OC)cc3)ccc2-n2nncc2C1	0.7	3.5
24	Cc1cc(C)c(NC2=NCCS2)cc1C	-5.6	-2.0
25	C[C@H](CO)N1C[C@H](C)[C@@H](CN(C)C(=O)Oc2ccc3ccccc3c2)OCc2cnnn2CCCC1=O	1.9	2.9
26	COc1ccc(OC(=O)N(C)C[C@H]2OCc3cnnn3CCCC(=O)N([C@@H](C)CO)C[C@H]2C)cc1	-7.6	3.7
27	CN(Cc1cccc(-c2ccncc2)c1)C(=O)Oc1ccc([N+](=O)[O-])cc1	11.8	-2.1
28	CN(Cc1cccc(-c2cccnc2)c1)C(=O)Oc1ccc([N+](=O)[O-])cc1	6.8	-9.6
29	c1ccc(CN2Cc3ccccc3-n3nncc3C2)cc1	-6.5	0.6
30	Cc1ccc(OC(=O)N(C)C[C@H]2OCc3cnnn3CCCC(=O)N([C@H](C)CO)C[C@@H]2C)cc1	-2.7	4.1
31	CC(C)(C)n1nnnc1C(C1CC1)N1CCC2(CC1)C(=O)NCN2c1ccccc1 (stereo not given)	6.1	6.0
32	S=C(NCCc1ccccc1)N1Cc2cc(Br)ccc2-n2nncc2C1	43.4	-7.7
33	C=C1C(=O)OC2CC3(C)OC3C3OC3C3=CC(OC3=O)C12 (stereo not given)	-1.6	7.8
34	C[C@@H]1CN([C@@H](C)CO)C(=O)CCCn2nncc2CO[C@H]1CN(C)C(=O)Oc1ccccc1	1.5	-1.0
35	COc1ccc(S(=O)(=O)N2Cc3ccccc3-n3nncc3C2)cc1	0.6	-2.1
36	Cc1ccc(-n2c(=O)[nH]c3ccccc3c2=O)cc1[N+](=O)[O-]	-2.8	3.7
37	COC(=O)[C@@H]1N=C(c2ccc(OC)cc2)O[C@]12C(=O)N(C)c1ccc(Cl)cc12	1.1	10.7
38	O=C(NC1CCCCC1)N1Cc2cc(-c3cccc(F)c3)ccc2-n2nncc2C1	5.5	2.6
39	Fc1ccc(NC(=S)N2Cc3ccccc3-n3nncc3C2)cc1	5.3	-2.4
40	COC(=O)C1=C(c2ccc(OCc3ccccc3)cc2)C[C@@H]2CC[C@H]1N2C(=O)NCCCCc1ccccc1	34.6	23.1
41	COc1ccc(-n2nnnc2C(c2cc3ccccc3o2)N2CCC(n3c(=O)[nH]c4ccccc43)CC2)cc1 (stereo not given)	4.0	-2.5
42	CCCCn1nnnc1C(C1CC1)N1CCC(n2c(=O)[nH]c3ccccc32)CC1 (stereo not given)	7.1	0.6
43	CCOC(=O)CNC(=O)N1Cc2cc(N3CCCCC3)ccc2-n2nncc2C1	-5.5	-3.5
44	CS(=O)(=O)c1ccc(C2=C(CNC(=O)c3cccs3)[C@H]3CC[C@@H](C2)N3Cc2ccccc2)cc1	-5.3	-1.9
45	CCOC(=O)[C@]12Cc3cc(C)ccc3[C@H]1N(C)C(=O)c1ccccc12	-4.3	1.3

Profiles, looked up by structure. Order of screens: EBI2 antag	CXCR6 inh
O=C(NC1CCCCC1)N1Cc2cc(-c3cccc(F)c3)ccc2-n2nncc2C1 across the screens: 5.5	2.6
CC[C@H]1c2ccccc2[C@@H]2CC[C@H]1N2c1ccccc1 across the screens: 11.9	·
CCOC(=O)CNC(=O)N1Cc2cc(N3CCCCC3)ccc2-n2nncc2C1 across the screens: -5.5	-3.5
CCOC(=O)[C@]12Cc3ccccc3[C@H]1N(Cc1ccccc1)C(=O)c1cc(OC)ccc12 across the screens: 13.2	9.2
CCOC(=O)[C@]12Cc3cc(C)ccc3[C@H]1N(C)C(=O)c1ccccc12 across the screens: -4.3	1.3

(more compounds)
nr	canonical_smiles	EBI2 antag	CXCR6 inh
46	O=S(=O)(c1ccccc1)C1CN1c1c(F)c(F)c(F)c(F)c1F (stereo not given)	-33.0	-0.6
47	COc1cccc(C(c2nnnn2-c2ccc3c(c2)OCCO3)N2CCC(n3c(=O)[nH]c4ccccc43)CC2)c1OC (stereo not given)	-28.5	-1.4
48	CCOC(=O)[C@]12Cc3cc(OC)ccc3[C@H]1N(C)C(=O)c1cc(OC)ccc12	9.0	-4.2
49	CN(c1ccc(O)cc1)c1ccc([N+](=O)[O-])c2nonc12	-8.5	29.8
50	COc1ccc(OC(=O)N(C)C[C@H]2OCc3cnnn3CCCC(=O)N([C@H](C)CO)C[C@H]2C)cc1	-7.4	-7.2
51	COCCNC(=S)N1Cc2ccccc2-n2nncc2C1	-7.1	-5.3
52	C#CCCC[C@@H]1OC(=O)CNC(=O)C([C@@H](C)CC)NC(=O)[C@@H]2CCCN2C(=O)C([C@@H](C)CC)OC(=O)[C@H](Cc2ccccc2)N(C)C(=O)[C@H](C(C)C)NC(=O)C1(C)C (stereo not given in full)	8.8	33.8
53	COc1ccc(C(c2nnnn2Cc2ccccc2)N2CCC3(CC2)C(=O)NCN3c2ccccc2)cc1 (stereo not given)	9.5	-1.3
54	CN1CCCCC1Cc1ccccc1 (stereo not given)	3.2	11.3
55	C1=NCCCN2CCCCC12 (stereo not given)	-11.5	0.0
56	O=c1[nH]c2ccccc2n1C1CCN(C(CCc2ccccc2)c2nnnn2Cc2ccccc2)CC1 (stereo not given)	-8.4	6.8
57	CCCCn1nnnc1C(c1ccnc2ccccc12)N1CCC2(CC1)C(=O)NCN2c1ccccc1 (stereo not given)	8.8	2.1
58	CCC(c1nnnn1Cc1ccccc1)N1CCC2(CC1)C(=O)NCN2c1ccccc1 (stereo not given)	-1.6	5.7
59	CCN1C(=O)CC(=O)N(CC)C1=S	-0.3	2.1
60	N#CC12CC(=O)N1Cc1cnnn1-c1ccccc12 (stereo not given)	-9.7	-2.3
61	COc1ccc(-c2ccc3c(c2)CN(c2cccc(Cl)c2)Cc2cnnn2-3)cc1	7.0	-4.9
62	CC(C)(C)NC(=S)N1Cc2ccccc2-n2nncc2C1	-2.4	2.0
63	C[C@]12C[C@H](O)[C@@H](O)C[C@@H]1CC[C@@H]1[C@@H]2CC[C@]2(C)C(=O)CC[C@@H]12	2.7	-2.4
64	COC(=O)[C@@H]1N=C(c2ccc(OC)cc2)O[C@]12C(=O)N(Cc1ccc(OC)cc1)c1ccccc12	-1.1	-3.9
65	O=C1NCN(c2ccccc2)C12CCN(C(c1cccs1)c1nnnn1-c1ccc3c(c1)OCCO3)CC2 (stereo not given)	-7.2	1.0
66	COc1ccc(OC(=O)N(C)C[C@@H]2OCc3ccccc3-c3c(n(C)c4ccccc34)C(=O)N([C@H](C)CO)C[C@@H]2C)cc1	-3.7	4.2
67	N#Cc1ccc(CN2Cc3ccccc3-n3nncc3C2)cc1	-0.8	6.0
68	NN=C1C(Cl)=C(Cl)C(Cl)=C1Cl	6.4	27.2
69	CCOC(=O)[C@]12Cc3cc(OC)ccc3[C@H]1N(C(C)C)C(=O)c1cc(OC)ccc12	7.3	-1.6
70	CCC1C2CC3C4N(C)c5ccccc5C45CC(C2C5O)N3C1O (stereo not given)	9.8	-2.2
71	C[C@@H]1CN([C@H](C)CO)C(=O)CCCn2cc(nn2)CO[C@H]1CN(C)C(=O)Oc1cccc2ccccc12	-7.4	2.0
72	O=C1NCN(c2ccccc2)C12CCN(C(c1ccnc3ccccc13)c1nnnn1Cc1ccccc1)CC2 (stereo not given)	12.9	8.5
73	O=S(=O)(c1cccc(C(F)(F)F)c1)N1Cc2ccccc2-n2nncc2C1	4.7	-14.5
74	COC1=CC23CCCN2CCc2cc4c(cc2C3C1O)OCO4 (stereo not given)	0.4	-1.8
75	CSCCC(c1nnnn1Cc1ccccc1)N1CCC(n2c(=O)[nH]c3ccccc32)CC1 (stereo not given)	-41.7	-0.1
76	C[C@@H]1CN([C@@H](C)CO)C(=O)CCCn2nncc2CO[C@@H]1CN(C)C(=O)Oc1ccccc1	-7.0	-1.6
77	Clc1ccccc1CNCCc1c[nH]c2ccccc12	0.7	-1.1
78	C[C@]12CCC3C(CC[C@H]4C[C@@H](O)CC[C@]34C)C1=CC[C@@H]2O (stereo not given in full)	0.9	-11.4
79	O=C1C=C2c3ccccc3CC(C(=O)O)C2CC1 (stereo not given)	1.4	3.5
80	CCC(c1nnnn1-c1ccc(OC)cc1)N1CCC2(CC1)C(=O)NCN2c1ccccc1 (stereo not given)	14.2	11.2
81	CCCCCN1C(=O)c2ccccc2[C@@]2(C(=O)OCC)Cc3cc(OC)ccc3[C@@H]12	8.8	6.2
82	C[C@]12CC[C@@H](O)CC1=CC(=O)C1C2CC[C@]2(C)C(=O)[C@H](O)CC12 (stereo not given in full)	2.3	-0.1
83	COc1ccc(C(c2nnnn2-c2ccc3c(c2)OCCO3)N2CCC(n3c(=O)[nH]c4ccccc43)CC2)cc1 (stereo not given)	-12.0	4.1
84	CC(C)(C)n1nnnc1C(C1CC1)N1CCC(n2c(=O)[nH]c3ccccc32)CC1 (stereo not given)	20.5	9.6
85	CC(C)(OOC1(c2ccccc2)NC(=O)c2ccccc21)c1ccccc1 (stereo not given)	0.7	7.6
86	CCOC(=O)[C@]12Cc3c(cc(OC)c(OC)c3OC)[C@H]1N(C(C)C)C(=O)c1ccccc12	-10.1	-5.1
87	CCCCn1nnnc1C(CCSC)N1CCC(n2c(=O)[nH]c3ccccc32)CC1 (stereo not given)	-19.0	-0.3
88	COC(=O)C1=C(c2ccc(OCc3ccccc3)cc2)C[C@@H]2CC[C@H]1N2C(=O)NCc1ccc(Cl)cc1	22.1	3.0
89	CSCCC(c1nnnn1C(C)(C)C)N1CCC2(CC1)C(=O)NCN2c1ccccc1 (stereo not given)	-8.5	-0.5
90	CCCC1(CC(C)CC)C(=O)NC(=O)NC1=O (stereo not given)	9.8	-4.3
91	O=c1[nH]c2ccccc2n1C1CCN(C(c2cccc3ccccc23)c2nnnn2-c2ccc3c(c2)OCCO3)CC1 (stereo not given)	-31.6	-8.3
92	O=c1[nH]c2ccccc2n1C1CCN(C(c2ccccc2)c2nnnn2-c2ccc3c(c2)OCCO3)CC1 (stereo not given)	-27.6	-2.4
93	O=c1[nH]c2ccccc2n1C1CCN(C(c2cccc3ccccc23)c2nnnn2Cc2ccccc2)CC1 (stereo not given)	-4.2	0.8
94	COc1ccccc1CNCCc1cccc(Cl)c1	7.3	5.4
95	Cc1cccc(C)c1-n1nnnc1C(c1cccs1)N1CCC2(CC1)C(=O)NCN2c1ccccc1 (stereo not given)	2.3	5.4
96	Cc1ccc(OC(=O)N(C)C[C@@H]2OCc3cnnn3CCCC(=O)N([C@H](C)CO)C[C@H]2C)cc1	-8.2	3.0
97	COc1cc(O)c2c(c1)/C=C/C[C@H](O)[C@H](O)C(=O)CCC[C@H](C)OC2=O	-2.5	-10.4
98	CCC(C)c1cnc(CC(C)C)c(=O)n1O (stereo not given)	-6.8	-3.2
99	CC1=CP(=O)(Oc2ccc([N+](=O)[O-])cc2)CC1 (stereo not given)	-3.8	8.8
100	Cc1ncoc1C(=O)NCC1=C(c2ccc(S(C)(=O)=O)cc2)C[C@@H]2CC[C@H]1N2Cc1ccco1	-3.5	-4.4

Assay outcomes (PubChem)
